Screening data (PubChem)
PHOSPHO1 inh: inhibitors of human PHOSPHO1 phosphatase. Q8TCT1. recombinant PHOSPHO1, absorbance phosphatase assay. inhibition, % at 13.3 µM. 290,000 compounds, 1.1% hits; in the data active = inhibition above about 60%
DNA FID counter: fluorescent intercalator displacement, NS3 helicase counter-screen. inhibition, % at 7.9 µM. DNA fluorescent intercalator displacement, fluorescence. AID 1845. 290,000 compounds, 0.17% hits; in the data active = inhibition above about 37%;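 also: 0% = vehicle and 100% = reference compound; higher means more ethidium bromide displaced from hairpin DNA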
pCIP destab: lowers stability of the mouse p/CIP coactivator protein. F442A p/CIP-EGFP cells, EGFP fluorescence, 16 h. Q05BA5. 290,000 compounds, 0.01% hits. decrease of EGFP signal, % at 10 µM;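 active = EGFP signal decrease of at least 30% at 10 µM or well 3 SD below plate mean, unless failing retest; inactive = the rest, including hits failing retest or dose response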; also: some compounds called inactive have numbers as strong as hits; many of its hits are not listed in these tables
UBC9 SUMO inh: blocks human SUMOylation mediated by UBC9. 290,000 compounds, 0.36% hits. inhibition, % at 35 µM. HTRF SUMOylation assay, SAE1/SAE2 + UBC9, in vitro. AID 2006; in the data active = inhibition above about 50%, passing the limit was not always enough; inconclusive = no clear call, values can overlap the other calls; also: strong numbers were not always called active
Target sequence (P63279 whole entry, looked up): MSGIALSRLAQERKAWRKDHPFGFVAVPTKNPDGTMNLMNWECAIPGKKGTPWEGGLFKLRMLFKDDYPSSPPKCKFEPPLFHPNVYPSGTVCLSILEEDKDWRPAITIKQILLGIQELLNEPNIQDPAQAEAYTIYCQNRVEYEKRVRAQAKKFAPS
NS3 helicase inh: inhibitors of Hepatitis C virus NS3 helicase; NS3 helicase DNA unwinding, Cy5 molecular beacon fluorescence; inhibition, % at 10.9 µM; 290,000 compounds, 0.56% hits;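 active = inhibition above the mean of all tested compounds plus 3 SD, set per campaign, cut at about 35% in these data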;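 also: 0% = DMSO wells and 100% = thioflavine S control wells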
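Control set: DMSO versus 110 µM thioflavine S; Material: NS3 helicase fragment of HCV; Measured by: Cy5 fluorescence at 0 and 60 min, beacon hairpin quenching; Read-out basis: percent inhibition from t60/t0 fluorescence ratio; Times: reaction time 60 min, 25 °C; Repeats: single replicate; Compound dosing: single dose, 10.9 µM nominal final, DMSO 0.8% final.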
MEKK3 PB1 HTS: raises or lowers MEK5 binding to the human MEKK3 PB1 domain; Q99759; bead-based flow cytometry, Alexa488-MEK5 binding to MEKK3; actives lie on both sides; 0 = blocked by unlabeled MEK5, 100 = vehicle; binding response (% of control), % at 10 µM; 290,000 compounds, 1.4% hits; AID 1529;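 active = binding response more than 3 SD above or below the average of its plate-row segment, actives on both sides; inconclusive = wells at one plate position flagged as instrument error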;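 also: Alexa488 bead fluorescence after subtracting the streptavidin-only scavenger bead signal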
Target sequence (Q99759 whole entry, looked up, the tested form may be a part): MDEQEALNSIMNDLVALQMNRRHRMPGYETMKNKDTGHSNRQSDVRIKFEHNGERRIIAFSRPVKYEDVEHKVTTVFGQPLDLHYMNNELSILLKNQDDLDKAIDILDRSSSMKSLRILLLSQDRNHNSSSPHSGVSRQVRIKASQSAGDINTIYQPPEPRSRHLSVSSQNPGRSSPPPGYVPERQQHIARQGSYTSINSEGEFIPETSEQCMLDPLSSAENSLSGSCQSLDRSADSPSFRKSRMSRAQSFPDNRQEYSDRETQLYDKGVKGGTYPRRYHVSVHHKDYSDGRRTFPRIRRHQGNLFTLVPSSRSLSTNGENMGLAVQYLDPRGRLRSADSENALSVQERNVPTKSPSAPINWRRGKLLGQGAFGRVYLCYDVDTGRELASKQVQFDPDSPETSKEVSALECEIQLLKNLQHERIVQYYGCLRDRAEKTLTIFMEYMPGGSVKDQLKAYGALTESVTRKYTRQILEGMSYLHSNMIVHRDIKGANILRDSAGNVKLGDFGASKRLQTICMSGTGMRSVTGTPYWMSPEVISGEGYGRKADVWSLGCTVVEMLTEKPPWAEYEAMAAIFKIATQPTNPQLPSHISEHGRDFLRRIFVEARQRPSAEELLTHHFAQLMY
IMP-1 inh: inhibitors of Pseudomonas aeruginosa IMP-1 metallo-beta-lactamase; AID 1556; inhibition, % at 5.6 µM; 290,000 compounds, 0.45% hits; purified IMP-1, nitrocefin hydrolysis, epi-absorbance fluorescence;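 active = inhibition above the mean plus 3 SD of all compounds in the same screening run, cut at about 4.5% in these data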;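 also: 0% = IMP-1 with DMSO and 100% = DMSO wells lacking enzyme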
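System: Purified recombinant IMP-1 metallo-beta-lactamase enzyme | Measured by: Fluorescence quenching readout, ex 480/em 530 nm | Replication: Singlicate | Incubation: 15 min preincubation plus 25 min reaction at 25 °C | Evaluation: Percent inhibition from optical density relative to buffer-blank wells | Benchmarks: DMSO with and without IMP-1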
IDE act: activators of human insulin-degrading enzyme in cells | AID 493087 | 340,000 compounds, 0.073% hits | P14735 | activation, % at 5.96 µM | HEK cells, FAbeta-B cleavage, fluorescence polarization; 0% vehicle, 100% cell-free pure enzyme wells;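 active = activation above the mean of all tested compounds plus 3 SD, set per screening campaign, cut at about 17% in these data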
VIM-2 inhibitor: inhibitors of Pseudomonas aeruginosa VIM-2 metallo-beta-lactamase; purified VIM-2, nitrocefin hydrolysis, epi-absorbance fluorescence; inhibition, % at 5.6 µM; 290,000 compounds, 0.89% hits; AID 1527;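 active = inhibition above the mean of all tested compounds plus 3 SD, cutoff set per screening run, cut at about 7.5% in these data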;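 also: red hydrolysis product quenches plate fluorescence so inhibitors raise well fluorescence; 0% = enzyme with DMSO and 100% = DMSO without enzyme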
An asterisk follows results filed as active; ? = inconclusive.

Values in the order: PHOSPHO1 inh, DNA FID counter, pCIP destab, UBC9 SUMO inh, NS3 helicase inh, MEKK3 PB1 HTS, IMP-1 inh, IDE act, VIM-2 inhibitor
- COc1cc2nc(NCCCN3CCN(C)CC3)n3nc(-c4ccccc4)nc3c2cc1OC
 : 35.2, 29.7, -40.8, 7.9, -26.1, 96.0, -4.4, 3.2, 27.6*
- CCOc1ccc(OCC(=O)Nc2ccc(S(=O)(=O)Nc3cc(C)nc(C)n3)cc2)cc1
 : -21.2, -20.2, 4.5, -13.7, 8.7, 106.0, -3.5, 3.9, -2.7
- CCCCCCCCCCSc1n[nH]c(N)n1
 : -14.4, -1.5, -9.5, -26.2, 2.0, 91.0, 0.2, 1.6, -4.5
- Cc1cccc(N(CC(=O)NCc2ccco2)C(=O)CCC(=O)Nc2ccccn2)c1
 : 10.5, -22.6, -9.8, 16.9, 8.3, 104.0, -1.8, 7.5, -3.5
- Cc1cccc(CCNC(=O)CC2C(=O)NCCN2Cc2ccccc2C)n1 (stereo not given)
 : 17.4, -12.9, -27.6, 8.3, -11.9, 102.0, -2.0, 2.5, -3.8
- CCN(CC)C(=O)CSc1ccccc1N
 : -7.2, 0.7, -2.8, 24.4, 5.7, 97.0, -1.9, -0.1, -1.4
- COc1ccccc1CCNC(=O)C(=O)NCC1OCCCN1S(=O)(=O)c1ccc(F)cc1C (stereo not given)
 : 46.2, -42.6, -7.3, 8.8, -10.9, 104.0, -2.2, -0.9, -3.2
- S=c1[nH]nc(-c2ccccn2)n1/N=C/c1ccc(Cl)cc1
 : -4.4, -2.6, -3.3, 9.9, -2.4, 90.0, -3.9, 1.9, -1.9
- C/C(CCC(C)C)=N\NC(=S)Nc1cc(S(=O)(=O)N2CCOCC2)ccc1N1CCOCC1
 : -126.9, -7.6, -3.0, -1.2, -12.2, 103.0, -1.0, 0.0, -3.6
- O=C(NCCCO)c1ccc2nc(-c3ccco3)c(-c3ccco3)nc2c1
 : 1.8, -13.7, -32.5, ?, 0.5, 96.0, -1.4, 2.5, -3.5
- Cc1ccc(C)c(OCCOCCN2CC(C)OC(C)C2)c1C (stereo not given)
 : 26.3, 7.6, -14.2, -16.6, -3.2, 105.0, -1.3, 7.7, 0.1
- Cc1noc(C(=O)N2CCN(c3ccccc3)CC2)c1Cl
 : -0.5, -12.5, 3.8, -5.8, -1.4, 101.0, -3.8, 2.9, -4.5
- Cc1ccc(OCC(=O)N2CCCc3ccccc32)cc1
 : -0.8, -19.4, 2.9, 11.2, -1.7, 99.0, -3.6, -3.5, -3.6
- Cc1ccc2cc(CCNC(=O)C(=O)c3c[nH]c4ccccc34)c(=O)[nH]c2c1
 : 15.4, 0.0, -11.9, 18.6, -0.1, 101.0, -2.3, 2.7, -2.2
- Cc1cc(C)n2nc(CNS(=O)(=O)c3ccc(CC(C)C)cc3)nc2n1
 : 38.6, -29.5, -21.7, 8.0, 11.1, 102.0, -1.8, 0.7, -1.1
- CCCCn1c(Oc2ccc(C(=O)OC)cc2)nc2c1c(=O)n(C)c(=O)n2C
 : -8.7, -1.1, -0.1, -14.2, 1.5, 100.0, -2.5, 3.1, -1.8
- CC1CN(CC(=O)NN=C(c2ccccc2)c2ccccc2)CC(C)O1 (stereo not given)
 : 17.7, -25.3, -8.7, 0.0, 5.1, 99.0, -1.8, 6.2, -2.7
- Cc1cc(Cl)ccc1OCC(=O)Nc1ccncc1
 : 24.7, 8.1, -8.6, -13.8, -10.2, 101.0, -2.4, -5.5, 1.6
- COc1ccc(S(=O)(=O)n2nc(OC(=O)C3CCCCC3)cc2N)cc1
 : 6.8, -0.7, -3.8, -20.5, 4.7, 105.0, -1.6, 6.5, 1.1
- O=S(=O)(NCc1ccccn1)C(F)(F)F
 : -24.2, -7.0, -1.2, 16.8, 17.7, 98.0, -0.1, -3.1, -0.4
- CCCCOc1ccc(C(=O)N/C(=C/c2cccc([N+](=O)[O-])c2)C(=O)O)cc1
 : 10.5, -27.3, -12.4, 15.0, 18.1, 104.0, -1.9, -4.2, -1.9
- CC(C)CC(c1nnnn1CC1CCCO1)N1CCN(C2CCCC2)CC1 (stereo not given)
 : 10.9, 0.8, 6.7, -0.8, -4.0, 109.0, 1.8, 2.9, -1.4
- Cc1nn(-c2ccccc2)c(Cl)c1C(=O)NC1CCCCC1
 : -10.1, -23.8, -8.6, 11.5, -22.7, 96.0, -2.0, 4.7, 0.8
- COc1ccc(S(=O)(=O)/N=C2\C=C(NS(=O)(=O)c3ccccc3)C(=O)c3ccccc32)cc1
 : 12.1, 10.0, -3.1, 22.0, -5.9, 98.0, -5.5, 4.5, -4.8
- Cc1sc(=NC(=O)c2ccco2)n(C)c1-c1ccc(Cl)cc1
 : 13.6, -10.9, 0.4, 29.0, 3.3, 107.0, 0.0, -1.6, 0.4
- Cn1c(N)c(Sc2ccc(F)cc2)c(=O)n(C)c1=O
 : 58.5, 2.0, -17.2, 8.4, -5.0, 102.0, -0.2, 5.5, -0.8
- O=C(NCC1COc2ccccc2O1)C1CCN(S(=O)(=O)c2cccc3nsnc23)CC1 (stereo not given)
 : 15.3, -4.0, -9.3, 13.1, 6.3, 103.0, -3.9, 5.3, -1.0
- COc1ccc(C(=O)NCCn2cc(SCC(=O)NCC3CCCO3)c3ccccc32)cc1 (stereo not given)
 : 57.8, -35.2, -10.2, 4.1, 0.6, 97.0, 1.0, 3.7, 0.8

Looked up by structure from the list above (6):
Values in the order: PHOSPHO1 inh, DNA FID counter, pCIP destab, UBC9 SUMO inh, NS3 helicase inh, MEKK3 PB1 HTS, IMP-1 inh, IDE act, VIM-2 inhibitor
- COc1ccc(S(=O)(=O)n2nc(OC(=O)C3CCCCC3)cc2N)cc1
 : 6.8, -0.7, -3.8, -20.5, 4.7, 105.0, -1.6, 6.5, 1.1
- Cc1cc(C)n2nc(CNS(=O)(=O)c3ccc(CC(C)C)cc3)nc2n1
 : 38.6, -29.5, -21.7, 8.0, 11.1, 102.0, -1.8, 0.7, -1.1
- S=c1[nH]nc(-c2ccccn2)n1/N=C/c1ccc(Cl)cc1
 : -4.4, -2.6, -3.3, 9.9, -2.4, 90.0, -3.9, 1.9, -1.9
- CCOc1ccc(OCC(=O)Nc2ccc(S(=O)(=O)Nc3cc(C)nc(C)n3)cc2)cc1
 : -21.2, -20.2, 4.5, -13.7, 8.7, 106.0, -3.5, 3.9, -2.7
- Cc1cc(Cl)ccc1OCC(=O)Nc1ccncc1
 : 24.7, 8.1, -8.6, -13.8, -10.2, 101.0, -2.4, -5.5, 1.6
- Cc1nn(-c2ccccc2)c(Cl)c1C(=O)NC1CCCCC1
 : -10.1, -23.8, -8.6, 11.5, -22.7, 96.0, -2.0, 4.7, 0.8

Taken from above, three compounds:
Values in the order: PHOSPHO1 inh, DNA FID counter, pCIP destab, UBC9 SUMO inh, NS3 helicase inh, MEKK3 PB1 HTS, IMP-1 inh, IDE act, VIM-2 inhibitor
- Cn1c(N)c(Sc2ccc(F)cc2)c(=O)n(C)c1=O
 : 58.5, 2.0, -17.2, 8.4, -5.0, 102.0, -0.2, 5.5, -0.8
- O=C(NCC1COc2ccccc2O1)C1CCN(S(=O)(=O)c2cccc3nsnc23)CC1 (stereo not given)
 : 15.3, -4.0, -9.3, 13.1, 6.3, 103.0, -3.9, 5.3, -1.0
- COc1ccc(C(=O)NCCn2cc(SCC(=O)NCC3CCCO3)c3ccccc32)cc1 (stereo not given)
 : 57.8, -35.2, -10.2, 4.1, 0.6, 97.0, 1.0, 3.7, 0.8

Some of the compounds tested, so the mix of outcomes need not match the whole.
